# Screens deposited in PubChem BioAssay by several laboratories.
# KCNQ1 block = inhibitors of human KCNQ1 channel, primary screen, cell-based, thallium flux, high-throughput | AID 2642, 2010 | CHO-K1 KCNQ1, FluxOR thallium flux fluorescence; active compounds read high | B-score at 10 µM | 310,000 compounds, 1.3% hits;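 active means compounds whose thallium flux B-score, printed positive for inhibition, exceeds three library SD while starting fluorescence stays within three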;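 further: channel opened by potassium depolarization with thallium stimulus after 20 min compound exposure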
# Target sequence (P51787 whole entry, looked up): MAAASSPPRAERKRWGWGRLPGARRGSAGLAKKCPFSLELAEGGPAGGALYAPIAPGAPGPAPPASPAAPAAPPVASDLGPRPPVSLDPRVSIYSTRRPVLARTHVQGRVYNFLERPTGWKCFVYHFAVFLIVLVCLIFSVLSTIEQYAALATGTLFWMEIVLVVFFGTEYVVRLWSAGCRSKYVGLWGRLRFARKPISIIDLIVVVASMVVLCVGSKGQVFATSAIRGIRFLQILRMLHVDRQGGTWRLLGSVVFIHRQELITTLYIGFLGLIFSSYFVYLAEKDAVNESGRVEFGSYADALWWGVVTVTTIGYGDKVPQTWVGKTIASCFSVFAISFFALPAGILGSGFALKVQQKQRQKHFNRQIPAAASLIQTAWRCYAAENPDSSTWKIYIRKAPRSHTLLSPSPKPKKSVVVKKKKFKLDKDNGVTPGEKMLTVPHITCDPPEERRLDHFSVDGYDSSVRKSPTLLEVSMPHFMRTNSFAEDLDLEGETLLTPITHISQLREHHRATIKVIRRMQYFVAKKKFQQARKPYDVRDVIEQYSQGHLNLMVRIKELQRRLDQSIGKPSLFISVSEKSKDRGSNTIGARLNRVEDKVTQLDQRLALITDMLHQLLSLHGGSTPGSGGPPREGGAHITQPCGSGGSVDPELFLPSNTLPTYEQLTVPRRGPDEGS
# RGS4 act = RGS4 potentiators or activators, primary screen, cell-based, HEK293 M3R inducible RGS4, calcium flux | 310,000 compounds, 0.92% hits | AID 463111, 2010 | B-score at 10 µM | carbachol calcium flux Fluo4; active compounds read low;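 active means B-score of the integrated calcium signal more than 4 SD below the library mean, with starting fluorescence not abnormally high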;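 further: negative B-score means reduced calcium response which marks RGS4 activation or potentiation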
#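 Reagent: ECmax carbachol challenge; Test system: M3R-expressing HEK293 line, RGS4 induced by doxycycline; Schedule: overnight RGS4 induction, 30 min dye load 37 °C, 20 min compound RT; Detection: calcium dye Fluo4 fluorescence; Read-out: Agonist-evoked peak-minus-minimum fluorescence over baseline, integrated ratio, B score.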
# KCNQ1 act = potentiators or activators of KCNQ1 channel, primary screen, cell-based, thallium flux, high-throughput; Potassium voltage-gated channel subfamily KQT member 1 (Homo sapiens), P51787; CHO-K1 KCNQ1, thallium flux FluxOR fluorescence; active compounds read high; B-score at 10 µM; 310,000 compounds, 0.35% hits; AID 2648, 2010;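 active means fluorescence ratio B-score, a plate-corrected score, at least three library SD, with initial intensity B-score within 5 SD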
#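 assay system = CHO-K1 cells stably expressing KCNQ1 | medium = assay buffer, equal DMSO in all wells | timing = 37 °C overnight plating, 90-min dark dye load, 20-min compound pretreatment | measured by = kinetic FluxOR thallium fluorescence, 10-s 1-Hz baseline, 110-s post-stimulus read | measure = fluorescence change relative to baseline, converted to B score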
# DYRK1A inh = rat Dyrk1A kinase inhibitors, primary screen, biochemical, single point, plate reader. Dual specificity tyrosine-phosphorylation-regulated kinase 1A (Rattus norvegicus), Q63470. ADP-Glo luminescence, NFATc1 peptide. inhibition, % at 12.5 µM. 310,000 compounds, 0.43% hits; in the data active means inhibition above about 50%;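 further: plate controls were vehicle with enzyme for no effect and no enzyme for full effect; many of its hits are not listed in these tables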
# PolyA inhibitor = polyadenylation inhibitors in yeast reporter cells, primary screen, luminescence, S. cerevisiae | S. cerevisiae SKY197-pL101 polyadenylation reporter, beta-gal luminescence; efflux-impaired pdr1/pdr3 knockout yeast; score 100 = 6 SD above DMSO | calls only at 12 µM | 300,000 compounds, 0.02% hits;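 active means lowest replicate activity score at least 50, where 100 means six control SD above control mean; inconclusive means lowest score under 50 but half or more replicates reach 50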;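 further: yeast exposed to compound for 9 h at 30 °C; higher score means more reporter readthrough which indicates perturbed polyadenylation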
# GSK3 alpha inh = blockers of GSK3A enzyme activity – biochemical, luminescence, cell-free homogeneous, HTS, primary screen; GSK-3 alpha kinase, ADP-Glo luminescence, 60 min; inhibition, % at 10 µM; 320,000 compounds, 0.1% hits; AID 2650, 2010;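 in the data active means inhibition above about 50%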;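 further: GST-tagged GSK-3 alpha with peptide substrate and 25 µM ATP; 0% = DMSO neutral wells and 100% = GW8510 positive control wells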
# KCNK3 block = human KCNK3 channel inhibitors, primary screen, CHO cells, FluxOR thallium flux, B-score. FluxOR fluorescence; active compounds read low. 340,000 compounds, 0.84% hits. AID 602410, 2012. B-score at 10 µM. Potassium channel subfamily K member 3 (Homo sapiens), O14649;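 active means B-score under library mean minus 4 SD, starting fluorescence ratio at most library mean plus 5 SD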;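 further: more negative B-score means stronger inhibition of thallium flux through KCNK3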
# KCNK9 block = KCNK9 potassium channel inhibitors, primary screen, HEK293 cells, thallium flux. Potassium channel subfamily K member 9 (Homo sapiens), Q9NPC2. FluxOR thallium flux fluorescence; active compounds read low. B-score at 10 µM. 310,000 compounds, 1.2% hits;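 active means ratio B-score over 3 SD below the library mean, with starting fluorescence within 5 SD of its mean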;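 further: negative B-score means less thallium flux so channel inhibition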
# hERG protect = hERG rescue from dofetilide block, primary screen, cell-based, CHO-hERG, FluxOR thallium flux, dofetilide IC70. AID 1511, 2009. dofetilide IC70 present. 310,000 compounds, 0.51% hits. Voltage-gated inwardly rectifying potassium channel KCNH2 (Homo sapiens), Q12809. activation (rescue from dofetilide block), less the hit threshold, % at 10 µM;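 active means activation above the mean of controls blocked by dofetilide plus 5 SD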;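 further: thallium influx through hERG after potassium depolarization seen as dye fluorescence rise; in these data hits start at about 4.7%; inactives centre near -7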
# GSK3beta inhib = human GSK3beta kinase inhibitors, primary screen, biochemical, cell-free homogeneous, HTS. GST-GSK3beta kinase, ADP-Glo luminescence, 60 min; active compounds read low. activity score (negative = inhibition), % at 10 µM. 300,000 compounds, 0.038% hits. AID 2097, 2009;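 active means more than half of replicate wells score below -50%, meaning over 50% inhibition versus plate controls; inconclusive means some replicates but at most half score below -50%; inactive means no replicate scores below -50%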;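 further: 0% = median DMSO wells and -100% = median GW8510 positive control wells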
# Target sequence (P49841 whole entry, looked up): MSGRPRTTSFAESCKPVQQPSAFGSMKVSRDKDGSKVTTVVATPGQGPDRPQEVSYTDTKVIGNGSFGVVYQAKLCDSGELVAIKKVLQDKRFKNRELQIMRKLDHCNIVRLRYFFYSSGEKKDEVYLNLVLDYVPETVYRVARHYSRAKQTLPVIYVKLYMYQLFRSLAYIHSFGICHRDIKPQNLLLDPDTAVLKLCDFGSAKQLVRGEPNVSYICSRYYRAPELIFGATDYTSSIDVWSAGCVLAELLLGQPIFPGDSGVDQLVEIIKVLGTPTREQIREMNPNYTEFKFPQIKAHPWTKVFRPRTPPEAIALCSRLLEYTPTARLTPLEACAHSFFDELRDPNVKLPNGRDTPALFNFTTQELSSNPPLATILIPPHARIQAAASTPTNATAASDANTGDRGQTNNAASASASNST
#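 Assay system: GST-fused GSK3beta enzyme, cell-free / Medium: Tris pH 7.5 buffer with MgCl2, DTT, BSA, heparin / Also added: peptide substrate plus 25 µM ATP (final) / Compound: 10 µM single point / Timing: kinase reaction with compound 60 min at room temperature / Detection: ADP-Glo luminescence / Benchmarks: DMSO neutral wells and GW8510 at 20 µM as positive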
# HDAC3 inhib = HDAC3 deacetylase inhibitors, primary screen, biochemical, fluorescence, cell-free homogeneous | inhibition, % at 8.3 µM | 320,000 compounds, 0.15% hits | recombinant HDAC3, fluorogenic peptide/trypsin coupled | Histone deacetylase 3 (Homo sapiens), O15379 | AID 2718, 2010; in the data active means inhibition above about 26%, passing the limit was not always enough; inconclusive means no clear call, values can overlap the other calls
# * hit, by the source's call; i = inactive; ? = inconclusive; nt = no result given. The list is partial (hit frequency here may not be typical).
# Under each structure – PolyA inhibitor	KCNQ1 act	GSK3 alpha inh	KCNK9 block	RGS4 act	DYRK1A inh	KCNK3 block	hERG protect	KCNQ1 block	GSK3beta inhib	HDAC3 inhib
COc1ccc(C(=O)NC(C)CCc2ccccc2)c(OC)c1 (centres undefined)
    i	i	-1	i	i	-1	i	-5	i	-2	7
COc1ccc(C(O)C(CN2CCOCC2)c2ccccc2)cc1 (centres undefined)
    i	i	-1	i	i	-5	i	-15	i	3	-5
Cc1cccc(CSCCNC(=O)CSCc2ccc([N+](=O)[O-])cc2)c1
    i	i	0	i	i	-1	i	-3	i	-2	6
COC(=O)c1cc(-c2ccc(Cl)cc2)n[nH]1
    i	i	-3	i	i	4	i	-7	i	-4	0
CCCCn1c(NS(=O)(=O)c2ccc(C)cc2)c(S(=O)(=O)c2ccccc2)c2nc3ccccc3nc21
    i	9*	1	i	i	-16	i	-9	i	-8	-59
CCc1ccccc1NC(=O)c1ccc2c(c1)CCN2S(C)(=O)=O
    i	i	-1	i	i	1	i	-1	i	0	10
CCN1CCCC1CNC(=O)c1ccc2c(c1)N(Cc1ccccc1F)C(=O)c1ccccc1S2(=O)=O (centres undefined)
    i	i	nt	i	i	-3	i	-14	i	0	nt
COc1ccc(CCNC(=O)Nc2ccc3c(c2)OCO3)cc1OC
    i	i	0	i	i	1	i	-9	i	3	5
COc1cccc(N=Nc2c(N)[nH][nH]c2=O)c1
    i	i	17	i	i	0	i	-8	i	-47	0
Cc1cccc(-c2c(NC(=O)c3ccco3)oc3c(C)cccc3c2=O)c1
    i	i	-1	i	i	-3	i	-13	i	3	0
Cn1ccsc1=NC(=O)c1ccc(Cl)c([N+](=O)[O-])c1
    i	i	-3	i	i	-1	i	-7	i	-1	0
OC(COc1ccc(Cl)cc1)CN1C2=NCCCN2c2ccccc21 (centres undefined)
    i	i	4	i	i	-3	i	-15	i	-2	3
CCOc1cc(NC(=O)C2CC2)c(OCC)cc1NC(=O)c1cccc(F)c1
    i	i	0	i	i	-9	i	-9	i	nt	-8
O=C(NC1CCCC1)C1CC1c1ccccc1 (centres undefined)
    i	i	3	i	i	5	i	-7	i	-1	-1
COc1ccc(-n2c(-c3ccccc3)c[n+]3c2CCC3)cc1
    i	i	-3	i	i	8	i	-7	i	2	-2
CNc1ccc(/C=C(\CCC(=O)O)c2nc3ccccc3s2)cc1[N+](=O)[O-]
    i	i	2	i	i	0	i	-5	i	-4	6
O=C(NCc1ccc(F)cc1)C(c1ccc(F)cc1)N(C(=O)c1csnn1)C1CC1 (centres undefined)
    i	i	-1	i	i	-8	i	-5	i	nt	-6
O=C(NCC1CCCO1)c1cc(-c2ccccc2)on1 (centres undefined)
    i	i	-4	i	i	2	i	-3	i	0	-3
O=C(Nc1ccccc1)/C(=C/c1ccc([N+](=O)[O-])cc1)NC(=O)c1ccccc1
    i	i	-2	i	i	-1	i	-9	i	-1	0
Cc1ccc(Cl)cc1NC(=S)N(C)N
    i	i	-1	i	i	9	i	-3	i	1	-6
Oc1ccc(Br)cc1/C=N/Nc1nc(N2CCCCC2)nc(N2CCOCC2)n1
    i	i	-2	i	i	nt	nt	-18	i	2	?
CCCCOC(=O)C1=C(C)NC(=O)NC1c1cc2c(cc1Br)OCO2 (centres undefined)
    i	i	5	i	i	4	i	-6	i	0	-7
C#CCOCCOCCOCCNc1nc(N2CCN(C(=O)Cn3cc(CC(C)O)nn3)CC2)nc(N2CCN(C(=O)Cn3cc(CC(C)O)nn3)CC2)n1 (centres undefined)
    i	i	-2	i	i	-4	i	-11	i	2	-14
O=C(COc1ccc(S(=O)(=O)N2CCCCC2)cc1)NCc1ccncc1
    i	i	-2	i	i	-8	i	-6	i	3	-7
Cc1cc(-c2cc(C(=O)NC3CCCC3)on2)nc(NC2CCCC2)n1
    i	i	-1	i	i	5	i	-3	i	0	3
O=C(NC(=S)N1CCOCC1)C12CC3CCC(CC(C3)C1)C2
    i	i	-1	i	i	2	i	-4	i	-3	-4
COc1ccc(OC)c(C2C(C#N)=C(N)Oc3c2c(C)nn3-c2cccc(Cl)c2)c1 (centres undefined)
    i	i	3	i	i	-14	i	-13	i	-2	8
CC(NC(=O)C1CCN(S(=O)(=O)c2ccc3nc4c(c(C(=O)O)c3c2)CCCC4)CC1)c1ccccc1 (centres undefined)
    i	i	-1	i	i	0	i	-6	i	3	-4
CC1CCC/C(=N/Nc2ccc([N+](=O)[O-])cc2[N+](=O)[O-])C1 (centres undefined)
    i	i	0	i	i	1	i	-4	i	-1	4
CCCc1nc2cc(CC(=O)OC)ccc2o1
    i	i	3	i	i	-5	i	-13	i	3	-1
O=C(NCc1ccccc1F)c1ccc2c(c1)OCCO2
    i	i	2	i	i	-3	i	-8	i	2	-2
Cc1ccc(-c2nc3cc(C)ccc3o2)cc1
    i	i	2	i	i	2	i	-5	i	2	-6
COC(=O)c1oc2ccccc2c1NC(=O)/C=C/C(=O)O
    i	i	-3	i	i	2	i	-3	i	1	-6
O=C(O)c1ccc(N/N=C/c2cc3c(cc2[N+](=O)[O-])OCO3)cc1
    i	i	5	i	i	nt	i	-18	i	-1	6
Cc1ccccc1C(=O)Nc1c(-c2cccs2)c(=O)c2ccccc2n1C
    i	i	-4	i	i	-1	i	-2	i	-4	-4
O=C1OCCC1S(=O)(=O)c1ccc2ccccc2c1 (centres undefined)
    nt	i	-2	i	i	-2	i	-10	i	-4	-2
CCCCn1c(N)c(N(CCOC)C(=O)c2cc(Cl)nc3ccccc23)c(=O)[nH]c1=O
    i	i	3	i	i	-1	i	-6	i	nt	-1
O=C(CN1C(=O)C2(OCCO2)c2ccccc21)c1ccc(Cl)cc1
    i	i	0	i	i	16	i	-12	i	-4	-3
Cc1nn(Cc2ccc(Cl)cc2)c(C)c1NC(=O)CSc1n[nH]c(C)c1[N+](=O)[O-]
    i	i	-1	i	i	-3	i	-6	i	0	1
N#C/C(=C/c1ccc(O)c(O)c1)c1nc2ccccc2[nH]1
    i	i	10	i	i	67*	i	-9	i	-2	4
Cc1ccc(-n2nnnc2-c2cnn(-c3cccc(F)c3)c2C(F)(F)F)cc1
    i	i	-1	i	i	2	i	-17	i	-2	2
CCn1c(SCC(N)=O)nc2cc(S(=O)(=O)N3CCOCC3)ccc21
    i	i	-3	i	i	14	i	-11	i	-2	-2
CN(CCOc1ccccc1)C(=O)CCc1nc2sc3c(c2c(=O)[nH]1)CCCC3
    i	i	-3	i	i	3	i	-7	i	-11	2
COc1cccc(NC(=S)Nc2ccc(F)cc2)c1
    i	i	-2	i	i	-2	i	-9	i	-3	-2
Cc1ccc(CNC(=O)CCn2cc(-c3ccc(C)cc3)nc2-c2ccncc2)cc1
    i	i	0	i	i	-5	i	-7	i	2	1
COCCN1CN(S(=O)(=O)c2ccccc2)c2nc3ccccc3nc21
    i	i	1	i	i	10	i	-4	i	4	-4
CC(C)CSc1ncnc2c1oc1nc3c(cc12)COC(C)(C)C3
    i	i	nt	i	i	-2	i	-3	i	-3	-13
Cc1cc(C)n(-c2ccc(F)cc2CN2CCN(Cc3ccccc3)C(CCO)C2)n1 (centres undefined)
    i	i	-2	i	i	10	i	-3	i	1	-1
CN(Cc1ccccc1)C(=O)COC(=O)COc1ccc(C#N)cc1
    i	i	1	i	i	-3	i	-5	i	1	-1
Cc1ccc2c(c1)C1CN(C)CCC1N2C(=O)c1ccc(Cl)c(S(=O)(=O)N2CCOCC2)c1 (centres undefined)
    i	i	0	i	i	-2	i	-2	i	-1	0

# (further entries)
# Under each structure – PolyA inhibitor	KCNQ1 act	GSK3 alpha inh	KCNK9 block	RGS4 act	DYRK1A inh	KCNK3 block	hERG protect	KCNQ1 block	GSK3beta inhib	HDAC3 inhib
COC(=O)c1cc(S(=O)(=O)NCC2CCN(CCc3cccs3)CC2)cn1C
    i	i	-1	i	i	-1	i	-5	i	0	9
Cc1nn(CCc2n[nH]c(=S)n2-c2cccc(Cl)c2)c(C)c1[N+](=O)[O-]
    i	i	-2	i	i	-6	i	-17	i	-3	0
Cc1cc2c(c(=O)n1CCCn1ccnc1)C(c1ccco1)C(C#N)=C(N)O2 (centres undefined)
    i	i	4	i	i	5	i	-18	i	-2	-4
COCCn1c(C)cc(C(=O)COC(=O)CCS(=O)(=O)c2ccc(C)cc2)c1C
    i	i	-5	i	i	5	i	-13	i	0	8
CCCCCN(C(=O)NC(=O)NC(C)CC)S(C)(=O)=O (centres undefined)
    i	i	-5	i	i	-1	i	-3	i	0	1
CCCc1cc(=O)oc2cc(OCC(=O)NCCCN3CCOCC3)c(Cl)cc12
    i	i	0	i	i	-4	i	-8	i	nt	1
CC(=O)c1c(C)[nH]c(C(=O)OCc2ccc(Br)cc2)c1C
    i	i	-4	i	i	-4	i	-4	i	0	1
CC(=O)N1c2ccc(S(=O)(=O)NCC3CCC(C(=O)Nc4ncccc4C)CC3)cc2CC1C (centres undefined)
    i	i	-1	i	i	0	i	-8	i	-1	6
CCC(=O)Nc1ccc2c(c1)nc(CCNC(=O)c1ccco1)n2C
    i	i	-2	i	i	4	i	-5	i	3	3
